Apoferritin bind: qHTS Assay for Identification of Novel General Anesthetics; apoferritin/1-aminoanthracene competitive binding, fluorescence; AID 485281, 2010; 350,000 compounds, 0.074% hits; Potency, µM (titrated, usually from 77.5 µM), for the others: at the top dose activity change, negative = displacement, most hits filed as inhibitors; Ferritin light chain (Equus caballus), P02791; further: potency means the concentration at half of the fitted maximal effect; on the % scale 0 is the no-effect control and ±100 the full control effect; nearly all actives have a fitted effect of over 20% in size
Target sequence (P02791 2-175 limits assumed): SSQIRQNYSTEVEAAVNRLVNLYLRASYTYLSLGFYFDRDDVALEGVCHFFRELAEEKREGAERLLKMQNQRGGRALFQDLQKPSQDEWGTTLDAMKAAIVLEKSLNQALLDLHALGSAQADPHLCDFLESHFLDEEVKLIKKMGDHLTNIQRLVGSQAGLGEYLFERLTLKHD
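Horse-spleen apoferritin (10 uM) was mixed with 50% saturated 1-aminoanthracene in PBS, exposed to compounds for 10 min at room temperature, and read for fluorescence (ex 380 nm, em 535 nm). Competitive displacement was fitted with a four-parameter Hill equation.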
TRHR ag: qHTS for Small Molecule Agonists and Allosteric Enhancers of Human TRH Receptor: Primary Screen for Agonists; 360,000 compounds, 0.18% hits; activation, % at 2 µM; TRHR cells, calcium flux fluo-8, FDSS agonist mode; Thyrotropin-releasing hormone receptor (Homo sapiens), P34981; in the data active means activation above about 30%; further: 0% is about no effect
Target sequence (P34981 whole entry, looked up): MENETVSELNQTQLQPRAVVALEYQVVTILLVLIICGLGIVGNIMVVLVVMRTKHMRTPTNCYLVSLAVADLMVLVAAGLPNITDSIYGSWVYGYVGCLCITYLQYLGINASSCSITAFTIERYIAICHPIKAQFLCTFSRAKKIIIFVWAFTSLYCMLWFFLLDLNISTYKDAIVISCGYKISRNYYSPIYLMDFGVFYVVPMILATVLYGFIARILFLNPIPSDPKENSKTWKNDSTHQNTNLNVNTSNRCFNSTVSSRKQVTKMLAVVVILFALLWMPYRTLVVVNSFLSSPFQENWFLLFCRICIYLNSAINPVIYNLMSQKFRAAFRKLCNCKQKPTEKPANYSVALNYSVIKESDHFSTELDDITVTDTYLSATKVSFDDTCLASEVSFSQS
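Agonist-mode FDSS calcium read (Ex 480/Em 530, 1 s cycles) in 1536-well TRHR cells with fluo-8 dye, after 10-cycle baseline and 23 nL compound addition; TRH at EC20 (10 nM final) added afterwards for the enhancer phase.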
RXFP1 agonist: qHTS Assay for Agonists of the Relaxin Receptor RXFP1 | AID 2676, 2010 | Relaxin receptor 1 (Homo sapiens), Q9HBX9 | Potency, µM (top dose mostly 57.5 µM), inactives show at the top dose activation, usual class: activators | 370,000 compounds, 0.3% hits | HEK293T-RXFP1 cAMP TR-FRET, 30 min; response scale: percent of porcine relaxin response, buffer zero; further: potency means the concentration at half of the fitted maximal effect; on the % scale 0 is the no-effect control and ±100 the full control effect; nearly all actives have a fitted effect of over 60% in size; many of its hits are not listed in these tables
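cAMP rise read by TR-FRET after 30 min, 37C compound exposure (up to 58 uM) in RXFP1-transfected HEK293 cells with Ro 20174 present. EC50 from Hill-equation fits, with 29 nM porcine relaxin as 100% and buffer as basal.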
D1 ag: Allosteric Agonists of the Human D1 Dopamine Receptor: qHTS; 360,000 compounds, 1% hits; HEK293 T-REx D1 cells, calcium flux, agonist mode; D(1A) dopamine receptor (Homo sapiens), P21728; activation, % at 2 µM; in the data active means activation above about 30%; further: 0% is about no effect
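Tetracycline-induced HEK293 TREx D1 cells, force-coupled to calcium signalling, were dye-loaded with a no-wash calcium kit. Compound was pin-added after a 10 s baseline. Fluorescence was read kinetically at 1 cycle/s for 180 s, with calcium rises flagged as agonism.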
D1 antagonist: Antagonist of Human D 1 Dopamine Receptor: qHTS; D(1A) dopamine receptor (Homo sapiens), P21728; HEK293 TREx D1 cells, calcium flux, dopamine EC80; active compounds read low; activity change, negative = inhibition, % at 10 µM; 360,000 compounds, 3.2% hits; AID 504652, 2011; in the data active means activity change below about -30%; further: on the % scale 0 is the no-effect control and ±100 the full control effect
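Inducible Hek293 Trex D1 cells (tetracycline, overnight, 30 C). Calcium dye 30–90 min RT. Antagonist mode: EC80 dopamine added after 180 s compound read.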
D1 PAM: Potentiators of Human D1 Dopamine Receptor: qHTS | HEK293 TREx D1 cells, calcium flux, dopamine EC20 potentiation | potentiation, % at 10 µM | 360,000 compounds, 0.036% hits | AID 504651, 2011; in the data active means potentiation above about 30%; further: 0% is about no effect
TRHR PAM: qHTS for Small Molecule Agonists and Allosteric Enhancers of Human TRH Receptor: Primary Screen for Enhancers; 360,000 compounds, 0.66% hits; enhancement, % at 2 µM; TRHR cells, fluo-8 calcium fluorescence, EC20 TRH enhancement; in the data active means enhancement above about 30%; further: 0% is about no effect
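Enhancer read-out: after compound pinning and an initial kinetic agonist-mode read, an EC20 of TRH (10 nM final) was injected and fluo-8 calcium signal (Ex 480/Em 530) followed at 1 s/cycle for 100 cycles in TRHR-expressing cells.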
RXFP1 antag: qHTS Assay for Antagonists of the Relaxin Receptor RXFP1 | activity change, negative = inhibition, % at 57.5 µM | 350,000 compounds, 0.59% hits | Relaxin receptor 1 (Homo sapiens), Q9HBX9 | AID 1259400, 2018 | HEK293-RXFP1, relaxin-stimulated cAMP HTRF, 30 min; active compounds read low;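 active means activity change of -60% or lower, but not beyond a set lower limit; inconclusive means change between -60% and -40%, or beyond the set limit; inactive means change above -40%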; further: on the % scale 0 is the no-effect control and ±100 the full control effect
D2 potentiator: HTS Assay for Positive Allosteric Modulators of the Human D2 Dopamine Receptor: Primary Screen for Potentiators; AID 485347, 2010; HEK293 T-REx D2, calcium flux, EC20 dopamine potentiation; potentiation, % at 10 µM; 340,000 compounds, 0.34% hits; D(2) dopamine receptor (Homo sapiens), P14416;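 active means potentiation over 3 SD above the plate norm, cut at about 30% in these data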; further: 0% is about no effect
Target sequence (P14416 whole entry, looked up): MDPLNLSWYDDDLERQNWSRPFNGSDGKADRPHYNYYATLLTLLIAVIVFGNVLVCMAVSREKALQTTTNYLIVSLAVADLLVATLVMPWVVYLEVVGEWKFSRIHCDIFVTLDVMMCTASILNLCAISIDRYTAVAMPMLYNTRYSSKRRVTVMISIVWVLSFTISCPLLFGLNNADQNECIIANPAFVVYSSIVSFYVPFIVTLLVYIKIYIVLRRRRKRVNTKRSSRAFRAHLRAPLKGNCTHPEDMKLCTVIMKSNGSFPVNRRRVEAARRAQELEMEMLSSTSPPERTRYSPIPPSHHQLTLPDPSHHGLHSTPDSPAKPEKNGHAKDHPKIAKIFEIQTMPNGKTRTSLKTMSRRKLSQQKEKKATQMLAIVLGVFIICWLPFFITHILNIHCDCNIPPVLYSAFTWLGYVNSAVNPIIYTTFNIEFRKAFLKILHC
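Potentiation of an EC20 dopamine calcium response measured kinetically over 180 s, after a preceding 180 s compound-only read flagging agonists. Cells: inducible Hek293 Trex D2 line, 4000/well, cultured overnight at 30 C before dye loading.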
* = called active by the depositor; ? = inconclusive; . = no result given; & = joins results of further samples; [ ] = dose if it differs, or a comment. Unless noted, the call rests on the fitted dose curve; in most records, active means well fitted curve in the direction sought with a large enough effect; inconclusive means small, poorly fitted or top-dose-only effect, or another doubt; inactive means no such curve, though single readings can be large; an effect the other way counts as inactive or inconclusive. Only part of the results is shown (hit frequency here may not be typical).

Structure,TRHR ag,D2 potentiator,RXFP1 agonist,D1 antagonist,TRHR PAM,RXFP1 antag,D1 PAM,D1 ag,Apoferritin bind
COc1ccccc1COCC(O)CN(Cc1ccco1)Cc1ccccc1O (configuration not stated),-0.4,12,-0.8%,-1,-2,.,-6,6,-16%
COc1ccc(NC(=O)CN2C(=O)CSc3ccc(S(=O)(=O)N(C)C)cc32)cc1Cl,-0.1,-5,-2.7%,-15,8,.,-3,2,-15%
CCCCCCn1nnc2sc(-c3ccccc3)cc2c1=O,0.5,1,2.1%,0,3,-11,-3,3,1%
CCOc1ccc(NC(=O)C(=O)NCCc2csc(-c3ccc(C)cc3)n2)cc1,0.0,-4,2.2%,2,-4,-2,-4,2,-1%
CC(NC(=O)c1cccc(S(=O)(=O)N2CCN(Cc3ccccc3)CC2)c1)c1ccc(Br)cc1 (configuration not stated),1.0,-1,-0.1%,-2,0,-5,-6,6,1%
Cc1cc(NC(=O)CSc2nnnn2-c2cc(Cl)ccc2C)no1,-0.8,-2,0.0%,-14,2,-12,3,4,-6%
Cc1ccc(C(=O)NCCc2nnc3ccc(SCC(=O)Nc4cc(C)on4)nn23)cc1,-0.3,7,27%,0,4,15,2,-1,-4%
Cc1cc(C)n(-c2nnc(C)n2/N=C/c2ccco2)n1,0.1,-8,0.5%,19,0,-6,-4,1,0%
Cc1cc(=O)oc(C)c1C(=O)NCc1ccccc1,0.7,9,0.4%,12,6,-6,3,1,-7%
CCOc1ccc(CNS(=O)(=O)c2ccc3c(c2)CCCN3C(C)=O)cc1OC,1.1,-5,-0.7%,-5,2,-8,-3,7,4%
O=C(O)c1cc(-c2ccccc2)n(-c2ccc(F)cc2)n1,-0.7,-12,3.9%,5,7,-6,4,6,12%
COc1ccc(-c2csc(NC(=O)c3cccc(N4C(=O)CCC4=O)c3)n2)cc1OC,0.1,-4,1.6%,-3,8,-7,4,1,.
Cc1nnc(SCC(=O)c2c(N)n(Cc3ccccc3)c(=O)n(C)c2=O)n1C,0.5,5,4.5%,20,3,3,-1,3,-2%
Cc1c2cnn(CC(=O)NCc3ccc(F)cc3)c(=O)c2c(C)n1Cc1cccc(Cl)c1,-1.2,3,-0.6%,1,2,-8,5,6,41%[activator]
COc1ccccc1C(=O)Nc1ccc(S(=O)(=O)Nc2nccs2)cc1,0.6,-9,9.9%,-31*,1,-7,.,4,-5%
Cc1cccc(-n2ncc(C(=O)N3CCN(Cc4ccccc4)CC3)c2C2CCN(C(=O)OC(C)(C)C)CC2)c1,-0.3,-1,1.6%,0,-11,-17,8,0,-18%
C=CCn1c(=O)c(C(=O)NCc2ccc(Cl)cc2)c(O)c2ccccc21,0.7,3,2.4%,-7,-1,15,-2,6,-4%
CC(=O)c1cc(Cl)ccc1OCC(=O)Nc1cccc(S(=O)(=O)N2CCCC2)c1,0.1,-10,-0.5%,23,1,8,-1,1,.
CCOC(=O)[C@H](CCc1ccccc1)N[C@@H](C)C(=O)N1CCC[C@H]1C(=O)O,0.4&0.4,2&7,2.3%&1.2%,19&-9,-9&1,-17,-2&-3,-1&-1,3%
COc1ccc(CNC(=O)C2=C(C)C(=O)OC23CCCCC3)cc1,-0.4,-5,0.7%,9,2,6,-1,-4,-2%
COc1ccc(NC(=O)C2Cc3ccccc3CN2C(=O)c2ccco2)cc1 (configuration not stated),0.3,8,-2.2%,-1,1,-5,-5,0,-8%
COC(=O)C(C(=O)OC)c1ncc(C(F)(F)F)cc1Cl,-0.2,-4,1.8%,5,-3,7,0,-1,-4%
CC(C)(C)C(=O)Nc1cc2c3c(c1)CCN3C(=O)CC2,0.2,-12,3.5%,-18,-2,-2,-1,0,-7%
CC(=O)c1c(-c2ccccc2)c2cc(Cl)ccc2[nH]c1=O,-0.6,2,-1.0%,8,-4,-8,-3,6,-19%
O=C(Nc1cccc([N+](=O)[O-])c1)c1cnccn1,-1.6,2,2.6%,-59*,12,5,-2,4,6%
O=C(c1cccc(N2C(=O)C3C4C=CC(C4)C3C2=O)c1)N1CCCc2ccccc21 (configuration not stated),-0.3,-6,-0.7%,12,2,-11,2,3,-14%
COc1ccc(/C(O)=C2/C(=O)C(=O)N(CCN3CCOCC3)C2c2ccc(C)cc2)cc1 (configuration not stated),1.4,-9,5.4%,18,8,18,-5,3,-19%
CCOC(=O)C1(Cc2cccc(F)c2)CCN(Cc2nc(CC)[nH]c2C)CC1,2.2,-8,1.3%,-5,26,-2,-3,2,-12%
CCCCNCCOCCOc1ccc(C)cc1[N+](=O)[O-],-0.4,-31,-1.3%,-11,0,14,0,1,-10%
O=C(CCl)N(c1ccccc1)c1ccccc1,-0.3,3,1.3%,15,-4,-5,-2,1,-16%
Cn1c(SCC(=O)c2ccc(O)cc2O)nnc1-c1ccccc1,-0.3,3,0.6%,-1,-3,-8,-8,2,4%
Cc1ccc2cccc(OCc3cccc([N+](=O)[O-])c3)c2n1,-0.3,15,0.0%,-25,7,-11,-3,2,-15%
Cc1cc(-c2nnc(SCC(=O)Nc3nc(-c4ccc(Cl)cc4)cs3)o2)no1,-1.1,12,0.0%,-21,-6,-17,-9,0,3%
CCc1ccc(NC(=O)c2cccnc2)cc1,-0.8,3,-0.3%,-21,-2,-1,-1,1,-7%
O=C(Cn1nnc2ccccc21)Nc1ccc([N+](=O)[O-])cc1,0.4,-9,4.6%,-15,-11,-26,-9,4,-1%
Cc1cc(C)cc(NC(=O)c2ccccc2CC[N+](=O)[O-])c1,-0.7,2,2.7%,-11,15,-16,-10,9,-14%
CCOc1ccc(CCNC(=O)c2cccc(S(=O)(=O)N3CCCCC3)c2)cc1OCC,0.5,1,-1.0%,-8,-2,-1,-3,7,.
COCCCNC(=O)c1ccc(-n2c(-c3ccccc3)cc3c2CCCCC3)cc1,0.6,.,-3.1%,-5,-9,-10,-2,2,-5%
CC(C)[C@H](NC(=O)OCc1ccccc1)C(=O)OCC(=O)Nc1ccc(N2CCOCC2)cc1,-0.3,6,1.8%,3,6,-15,-1,1,.
Cc1ccc(S(=O)(=O)Nc2cccc(C(=O)NCc3ccccn3)c2)cc1F,-0.5,-1,2.3%,12,2,2,-7,2,.
O=C(Oc1ccc2ccc(=O)oc2c1)C1CCCCC1,0.2,12,4.0%,-4,1,6,-6,0,10%
O=C(Nc1cccnc1)c1scc2c1OCCO2,-0.3,5,1.4%,-16,6,2,-8,1,-6%
O=C(CN1C(=O)C2C3C=CC(C3)C2C1=O)OCC(=O)c1ccccc1 (configuration not stated),0.4,.,0.2%,-1,4,-6,-3,6,-13%
O=C(c1ccco1)N1c2ccccc2Sc2ccccc21,-0.7,13,-0.4%,52,7,?,4,3,-4%
CN1CCN(Cc2c(O)ccc3c2oc(=O)c2ccccc23)CC1,0.3,-8,18%,-21,0,11,-2,3,5%
CCOC(=O)c1sc2ncnc(N3CCN(C(=O)OCC)CC3)c2c1C,-1.4,23,?,-4,3,-5,-2,0,-4%
CC(=O)N1N=C(c2ccccc2)OC12CCCC2,-0.4,1,0.7%,-21,-2,1,-5,0,-2%
CCc1noc(C)c1C(=O)N1CCN(S(=O)(=O)c2ccc(C(C)=O)cc2)CC1,-0.2,3,0.3%,-15,-1,-9,-3,-1,.
O=C(NC1CC1)c1cc(-c2ccccn2)nc2ccccc12,-0.2,-5,2.3%,9,5,-9,-3,1,-14%
N#C/C(C(N)=O)=c1/ccc2c(c1)N1C3=C(CCCC3)CC3CCCCC31N=2 (configuration not stated),1.0,12,-11%,14,-3,-7,-3,7,?
COc1cccc(OCCCCN2CC(C)OC(C)C2)c1 (configuration not stated),0.7,-21,-0.3%,-6,2,13,-1,2,-13%
COC(=O)CSc1cc([N+](=O)[O-])cc2c1c(C1OCCO1)nn2-c1ccccc1,-0.3,10,0.9%,17,8,-15,5,1,-10%
Cc1c(C(=O)N2CCc3ccccc32)oc2c1C(=O)CC(C)(C)C2,0.0,-2,2.6%,10,25,0,-3,-2,-2%
CCOc1ccccc1NC(=O)c1cnccn1,-1.0,-7,5.3%,11,-3,0,-7,1,-14%
CSC1=N/C(=C\c2cccc(Cl)c2)C(=O)N1N(C)C,-0.4,-2,1.6%,-12,-1,-11,-4,2,-20%
Cc1nc2ccccc2n1/C(=N\S(=O)(=O)c1ccccc1)c1ccccc1,-0.6,-3,3.2%,7,1,1,3,6,-5%
Cc1cccc(-c2oc(C)c(C)[n+]2[O-])c1,-0.9,25,0.0%,10,1,1,3,2,-16%
CCN(CC(=O)Nc1ccc(OC)cc1)C(=O)C1CCN(C(=O)c2ccc(Cl)cc2)CC1,0.0,4,-1.6%,-18,5,2,.,-1,.
COc1ccc(NC(=O)C2CCC(=O)N2C(=O)OCc2ccccc2)cc1 (configuration not stated),-0.4,-3,0.3%,11,7,-14,2,4,11%
Cc1nn(C2CCS(=O)(=O)C2)c(C)c1CN(C)C(=O)c1ccc(Cl)cc1 (configuration not stated),1.0,12,-1.0%,-3,1,8,-13,2,.
Cc1ccc(S(=O)(=O)N(C)c2ccc(OCc3cccc(C)c3)cc2)cc1,3.5,-4,1.4%,12,-8,-4,-1,38*,133%[activator]
